# a7 integrin act: activators of alpha7 integrin expression for muscular dystrophy. Potency, µM (top dose mostly 38.3 µM), without a hit: at the highest dose activation, most hits filed as activators. hit rate 0.064% among 350,000. alpha7betagal myoblasts, beta-gal FDG fluorescence, 48 h;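 note: potency is the fitted concentration of half-maximal effect; 100% = response of the positive control SU9516; nearly all actives have a fitted effect of over 60% in size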
#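 alpha7betagal+/- myoblasts (passage 13, 250/well) treated 48 h at 37C with compounds at 1:260 dilution of DMSO stock. Lysed, then beta-galactosidase activity read as FDG fluorescence (ex 480/em 540) after 30 min, with pre-read for autofluorescence.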
# TRPV1 ag: agonists of human vanilloid receptor 1 (TRPV1); AID 540275; TRPV1-expressing cells, Fluo-8 calcium influx, agonist mode; activation, % at 8.33 µM; Q8NER1; hit rate 0.19% among 320,000; in the data active = activation above about 80%; inconclusive = between about 30% and that limit; note: 0% is about no effect
#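 Cells expressing TRPV1 were dye-loaded with Fluo-8 and read kinetically: 10 s baseline, 3 min after compound (agonist portion), then 2 min after EC20 capsaicin (allosteric enhancer portion). Calcium-bound dye fluorescence at 480/520 nm.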
# TSG101-PTAP inh: blocks PTAP/TSG101 interaction to inhibit HIV-1 budding. Fluorescence polarization, FITC-PTAP peptide / Tsg101 binding. Potency, µM (top dose mostly 115 µM), for inactives: at the top dose activity change, negative = inhibition, usual class: inhibitors. 340,000 tested, under 10 active. AID 493005. Q99816; active = well fitted inhibition curve with a large enough effect in the main read-out, with a control signal flat, not every such curve was filed as active; inconclusive = small, poorly fitted or top-dose-only effect, or effect the other way, or a change in a side signal; inactive = no such curve, though single readings can be large or run the other way; note: potency is the fitted concentration of half-maximal effect; % of control where 0% means no effect
#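 Fluorescence anisotropy tracks displacement of a FITC-tagged PTAP peptide (50 nM) from the Tsg101 binding domain (10 uM), following a 20 min room-temperature incubation at pH 7.5.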
# BRCA1 expr up: increases BRCA1 expression; AID 624202; hit rate 1.1% among 380,000; MCF7-BRCA1-FFLuc reporter, luminescence, 48 h; response scale: scaled: vehicle 0%, 10 µM genistein 100%; Potency, µM (titrated, usually from 46.1 µM), for inactives: top-dose activation, hits mostly activators; note: potency is the fitted concentration of half-maximal effect; nearly all actives have a fitted effect of over 80% in size; some results filed as inactive show a strong effect at the top dose
#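 First, MCF7-BRCA1-FFLuc cells (2000/well) attach for 2 h; next, compounds are pin-added and incubated 48 h at 37 °C; finally, luciferase reagent is added and luminescence read after 15 min.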
# p53 reactivator: restores transcriptional activity of mutant p53; Potency, µM (series often up to 92.2 µM), for inactives: top-dose activity change, positive = activation, actives largely listed as activators; hit rate 0.063% among 320,000; H1299 p53-A138V BP100-luciferase reporter, luminescence, 24 h; note: potency is the fitted concentration of half-maximal effect; % of control where 0% means no effect; nearly all actives have a fitted effect of over 45% in size
#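 p53-null H1299 cells stably carrying temperature-sensitive p53-A138V and a BP100-luciferase reporter were pinned with compounds (4-point, 1:5 series) and held 24 hrs at 37 deg C. Luminescence was read 10 min after detection reagent.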
# Eya2 phos inh: inhibitors of human Eya2 phosphatase activity; O00167; recombinant Eya2, OMFP fluorescence dephosphorylation (OMFP is methylfluorescein phosphate); Potency, µM (titrated, usually from 76.9 µM), without a hit: at the top dose activity, negative = inhibition, actives largely listed as inhibitors; hit rate 0.006% among 330,000; note: potency is the fitted concentration of half-maximal effect; % is set by controls: 0 for no effect and ±100 for the full control effect
# Target sequence (O00167 whole entry, looked up): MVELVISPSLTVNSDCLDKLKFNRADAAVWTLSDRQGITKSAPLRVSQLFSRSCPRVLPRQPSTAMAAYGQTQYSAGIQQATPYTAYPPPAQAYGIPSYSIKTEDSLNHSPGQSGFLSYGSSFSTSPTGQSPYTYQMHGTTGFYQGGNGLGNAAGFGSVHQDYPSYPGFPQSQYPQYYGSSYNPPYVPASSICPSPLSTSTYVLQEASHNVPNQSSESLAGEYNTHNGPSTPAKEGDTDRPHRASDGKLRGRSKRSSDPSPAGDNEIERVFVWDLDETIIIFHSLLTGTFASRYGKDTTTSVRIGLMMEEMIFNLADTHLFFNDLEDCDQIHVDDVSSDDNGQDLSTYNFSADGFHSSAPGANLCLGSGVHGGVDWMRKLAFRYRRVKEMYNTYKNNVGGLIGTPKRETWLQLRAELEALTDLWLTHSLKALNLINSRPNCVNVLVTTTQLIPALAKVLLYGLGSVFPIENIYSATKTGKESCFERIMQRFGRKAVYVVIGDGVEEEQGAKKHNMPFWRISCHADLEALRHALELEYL
#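 Eya2 protein (added as 0.2 uM solution) was preincubated with compound for 10 min at ambient temperature in 50 mM HEPES pH 7.5, 50 mM NaCl, 5 uM MgCl2, 0.05% BSA, 1 mM DTT. OMFP (added at 50 uM) then reacted 10 min; fluorescence read at 485/525 nm.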
# uPA generation: blocks generation of uPA at the cell surface; AID 540303; cell surface uPA generation assay, qHTS; hit rate 0.31% among 330,000; Potency, µM (series often up to 38.3 µM), for inactives: at the highest dose activity change, negative = inhibition, actives largely listed as inhibitors; active = well fitted inhibition curve with a large enough effect; inconclusive = small, poorly fitted or top-dose-only effect; inactive = no such curve, though single readings can be large or run the other way; tested in mouse RAW 264.7 cells; note: potency is the fitted concentration of half-maximal effect; % is set by controls: 0 for no effect and ±100 for the full control effect; nearly all actives have a fitted effect of over 55% in size
# USP2a inh: USP2a (human) protease inhibition. USP2 core, Ub-CHOP2 coupled fluorogenic reporter, 485/531. Potency, µM (series often up to 38.3 µM), without a hit: top-dose activity change, negative = inhibition, usual class: inhibitors. hit rate 0.01% among 330,000. AID 463254;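 note: potency is the fitted concentration of half-maximal effect; plate controls were DMSO wells for no effect and full inhibition by NEM control for full effect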
#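 Cell-free coupled assay: 10nM USP2 core preincubated 30min RT with compound in Tris-HCl pH 8.0/CaCl2/CHAPS buffer, then 25nM Ub-CHOP2 and 25nM reporter substrate; fluorescence (Ex 485/Em 531) read after 60min RT, normalized to NEM inhibition, concentration-response curves fitted.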
# ASM inhibitor: human S-ASM enzyme inhibition | hit rate 0.006% among 340,000 | AID 504937 | P17405 | Potency, µM (titrated, usually from 57.5 µM), without a hit: at the highest dose activity change, negative = inhibition, most hits filed as inhibitors | placental ASM, HMU-PC fluorogenic substrate, 60 min; note: potency is the fitted concentration of half-maximal effect
#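 Human placenta-derived ASM preincubated with compound 10 min at room temperature, then reacted with 9 uM (final) fluorogenic HMU-PC substrate for 60 min at 37 C. Stop solution raises pH to 10; fluorescence read at Ex 386/Em 447 nm.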
# B2AR arrestin: agonists driving beta-arrestin recruitment to human beta2-adrenergic receptor | P07550 | beta-arrestin recruitment to beta2AR, cell-based reporter | Potency, µM (top dose mostly 46.1 µM), without a hit: top-dose activation, usual class: activators | hit rate 0.02% among 330,000 | AID 492947;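 note: potency is the fitted concentration of half-maximal effect; 0% = DMSO controls and full agonism = EC100 isoproterenol or metaproterenol; nearly all actives have a fitted effect of over 65% in size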
# Target sequence (P07550 whole entry, looked up): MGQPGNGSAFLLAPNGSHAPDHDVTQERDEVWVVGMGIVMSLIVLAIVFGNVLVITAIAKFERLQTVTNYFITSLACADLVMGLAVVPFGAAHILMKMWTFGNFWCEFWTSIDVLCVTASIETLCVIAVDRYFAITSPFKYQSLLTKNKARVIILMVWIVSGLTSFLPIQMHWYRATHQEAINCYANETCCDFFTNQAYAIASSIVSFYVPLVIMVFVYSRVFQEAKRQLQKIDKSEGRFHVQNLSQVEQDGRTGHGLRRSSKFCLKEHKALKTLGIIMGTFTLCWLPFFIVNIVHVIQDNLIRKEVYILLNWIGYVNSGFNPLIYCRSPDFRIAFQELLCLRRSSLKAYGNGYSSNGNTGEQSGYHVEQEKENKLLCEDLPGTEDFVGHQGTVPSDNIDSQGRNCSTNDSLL
# ELG1 genotoxic: genotoxicity induction in ELG1-luciferase HEK293T cells; HEK293T ELG1-luciferase reporter, luminescence, 16 h; Potency, µM (doses to about 46 µM), without a hit: top-dose activity change, positive = activation, most hits filed as activators; hit rate 1.3% among 330,000; AID 504466; note: potency is the fitted concentration of half-maximal effect; % of control where 0% means no effect; nearly all actives have a fitted effect of over 60% in size
#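 Screening used a luciferase reporter fused to human ELG1 in HEK293T cells. Luminescence was read on a CCD plate imager after 16 hr exposure and 30 min ONE-Glo incubation.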
# The depositor's hits bear a star; ? = inconclusive; . = no result given; [ ] = dose if it differs, or a comment. Unless noted, calls come from the whole dose curve; as a rule, active = well fitted curve in the direction sought with a large enough effect; inconclusive = small, poorly fitted or top-dose-only effect, or another doubt; inactive = no such curve, though single readings can be large; an effect the other way counts as inactive or inconclusive.
item	Molecule	ASM inhibitor	ELG1 genotoxic	TRPV1 ag	p53 reactivator	TSG101-PTAP inh	Eya2 phos inh	B2AR arrestin	a7 integrin act	uPA generation	USP2a inh	BRCA1 expr up
1	COc1cc(S(=O)(=O)N2CCN(c3ccccc3)CC2)ccc1F	-4%	-3%	7	0%	-9%	3%	-0.1%	0%	-1%	-1%	-17%
2	Cc1cc(C)c(S(=O)(=O)c2ccccc2C)c(OCCO)n1	4%	3%	5	-4%	-2%	-4%	-2.0%	-9%	0%	6%	7%
3	Cc1ccc(S(=O)(=O)N2CCN(C(=O)/C=C/c3ccco3)CC2)cc1	-18%	-6%	11	-10%	-1%	-8%	0.2%	-3%	-11%	0%	1%
4	COC(CNC(=O)C1CCN(C(=O)c2cc3oc(C)cc3n2Cc2c(F)cccc2Cl)CC1)OC	0%	-11%	2	2%	-11%	2%	-0.3%	-1%	-1%	-7%	-26%
5	CCCn1cnc2c(N)c(C)c(C)cc21	-2%	-1%	-1	2%	-3%	11%	0.0%	-11%	-5%	0%	1%
6	O=C(NC(=S)NC1CCCCCC1)c1cncc(Br)c1	-3%	?	?	?	-3%	-7%	-1.5%	-19%	-2%	0%	11µM*
7	O=C(COc1ccccc1)Nc1nccs1	-2%	?	0	?	-6%	1%	-0.7%	0%	-25%	1%	?
8	CN1c2ccccc2C(C)(C)C12CC(c1ccc(Cl)c(S(=O)(=O)N3CCCC3)c1)=NO2 (stereo not given)	.	1%	-3	3%	.	1%	-0.3%	.	.	1%	.
9	COC(=O)CCN(C(=O)c1ccc2c(c1)OCO2)c1ccccn1	10%	0%	0	-10%	-4%	2%	-0.1%	16%	9%	0%	-3%
10	Cc1ccc(NC(=O)CC2SC3=NCCCN3C2=O)c(C)c1 (stereo not given)	2%	5%	-3	6%	-12%	8%	-0.1%	-21%	-3%	5%	2%
11	CC(C)C(NC(=O)c1ccc(Cl)c([N+](=O)[O-])c1)C(=O)NCc1ccccn1 (stereo not given)	3%	2%	.	-2%	-2%	4%	-0.2%	-26%	5%	3%	-16%
12	Cc1cc(C)c2nc(-c3ccccn3)cc(C(=O)Nc3ccc(S(=O)(=O)Nc4onc(C)c4C)cc3)c2c1	0%	-1%	26	8%	-6%	5%	-0.3%	1%	-3%	-1%	-22%
13	C=CCC1(C(=O)N(C)Cc2ccccc2)CCN(C(=O)OC(C)(C)C)CC1	4%	.	.	.	-8%	.	.	-15%	-5%	.	0%
14	CCn1ccnc1CN(C)Cc1cn(C)nc1-c1ccccc1F	4%	-2%	0	-3%	-4%	0%	0.0%	0%	0%	0%	16%
15	Cc1ccc(-c2nc3ccccc3c(=O)n2CCCN2CCOCC2)cc1	3%	1%	1	4%	-10%	-5%	-0.1%	-7%	0%	2%	4%
16	CCOC(=O)c1cc(NC(=O)Nc2nccs2)c(C)nc1C	-7%	-6%	-1	-4%	-4%	-7%	-0.7%	-3%	13%	0%	-29%
17	Cc1ccccc1Sc1ccc(N)cn1	2%	.	.	.	-4%	.	.	2%	-2%	.	17%
18	CSc1nsc(SCC(=O)Nc2ccc(F)cc2F)n1	-6%[11.5 µM]	?	10	8%	-1%	4%	0.2%	-18%	1%	2%	11%
19	Cc1ccc(C)c(NC(=O)CCN2CCN(CCO)CC2)c1	6%	-2%	-2	.	-5%	3%	-1.0%	8%	-15%	1%	0%
20	CC(C)CCN1C(=O)c2ccc(C(=O)Nc3ccccn3)cc2C1=O	-1%	21%	30	-1%	0%	11%	-0.4%	2%	1%	1%	-16%
21	CCOc1ncccc1C(=O)Nc1ccc(C(=O)Nc2ccc(OC)cc2)cc1	0%	3%	11	-2%	0%	11%	0.0%	27%	-13%	-1%	-2%
22	COC(=O)c1ccc(-c2noc(CN(Cc3ccccn3)CC3CCCO3)n2)cc1 (stereo not given)	-2%	-5%	9	1%	-5%	-8%	-0.6%	-12%	-1%	0%	-15%
23	COc1ncccc1C(=O)N1CCCC(N2CCN(c3cccc(Cl)c3)CC2)C1 (stereo not given)	5%	-20%	3	3%	1%	2%	0.5%	10%	-5%	0%	13%
24	CC(=O)OCC1=C(C(=O)O)N2C(=O)C(NC(=O)COc3ccc(F)cc3)C2SC1 (stereo not given)	-25%	-1%	-4	3%	-9%	2%	0.2%	1%	2%	2%	4%
25	COc1ccc(CNC(=O)CSc2n[nH]c(N)n2)cc1	-1%	5%	-4	7%	-2%	4%	-0.1%	?	-5%	8%	-21%
26	c1ccc(COc2nsnc2N2CCOCC2)cc1	0%	4%	.	-3%	-4%	-4%	-0.2%	10%	-10%	-1%	28%
27	Fc1ccc2c(c1)C(c1cccnc1)=NNC(c1cccs1)=N2	-2%	1%	4	-3%	-1%	-21%	-1.9%	-25%	-11%	1%	-78%
28	Cc1ccc2nc3c(cc(C(N)=S)c(=N)n3CCCOC(C)C)c(=O)n2c1	98%[activator]	-5%	-2	-1%	5%	2%	-0.9%	0%	.	2%	-66%
29	Cc1ccc2cc(CN(Cc3ccc4c(c3)OCO4)Cc3nnnn3Cc3ccco3)c(=O)[nH]c2c1	-4%	-3%	1	-13%	0%	-1%	-0.2%	-5%	-5%	-9%	-30%
30	CCOC(=O)c1ccccc1Nc1cn(C(C)=O)c2ccccc12	0%	12%	-3	2%	-1%	8%	-0.1%	-18%	-11%	3%	-74%
31	Cc1cc(N2CCN(C(=O)c3ccco3)CC2)n2ncnc2n1	2%	3%	1	18%	-7%	-3%	-1.4%	21%	3%	-1%	-3%
32	Cc1ccc(C)c(NC(=O)CN(C)C(=O)C2CCN(S(=O)(=O)c3ccc4c(c3)OCCO4)CC2)c1	6%	2%	0	5%	0%	6%	0.0%	-11%	-4%	-1%	-14%
33	CCn1cnc2c1c(=O)n(Cc1nnc3n1-c1ccccc1SC3)c(=O)n2Cc1ccccc1	2%	0%	5	0%	0%	0%	-0.9%	1%	-3%	2%	-6%
34	CCN1CCc2c(OCC(=O)N3CCCCC3)cccc2C1=O	0%	6%	-4	-3%	-1%	-7%	-0.1%	-24%	5%	3%	9%
35	COc1ccc(C2CC(c3cccs3)=NN2C(=O)CSc2nc(=O)n3cc(C)ccc3n2)cc1 (stereo not given)	-18%	-3%	4	5%	-1%	-1%	0.5%	-21%	-4%	3%	-28%
36	O=C(Cc1ccsc1)NNC(=O)c1ccccc1Cl	0%	0%	3	-6%	-8%	19%	-0.3%	5%	2%	-1%	7%
37	O=C1CN(C(=O)COC(=O)c2ccc(N3CCCCCC3)c([N+](=O)[O-])c2)c2ccccc2N1	-14%	-1%	0	0%	-5%	-4%	0.0%	-15%	-6%	-8%	-28%
38	O=C1CCc2cc(S(=O)(=O)NCc3ccc(F)cc3)cc3c2N1CCC3	4%	-4%	-1	-5%	0%	12%	0.4%	15%	-1%	2%	-16%
39	COc1cccc(NC(=S)N2CCN(C)CC2)c1	3%	3%	-2	.	-1%	12%	0.7%	1%	3%	-2%	4%
40	C#CCOCCOCCOCCNc1nc(N2CCN(C(=O)[C@H](CCCCN)n3cc(C(N)CO)nn3)CC2)nc(N2CCN(C(=O)[C@H](CCC(=O)O)n3cc(C(N)CC(C)C)nn3)CC2)n1 (stereo not given in full)	.	5%	-4	-1%	.	11%	-0.9%	.	.	-2%	.

# Looked up one by one from above (5):
item	Molecule	ASM inhibitor	ELG1 genotoxic	TRPV1 ag	p53 reactivator	TSG101-PTAP inh	Eya2 phos inh	B2AR arrestin	a7 integrin act	uPA generation	USP2a inh	BRCA1 expr up
12	Cc1cc(C)c2nc(-c3ccccn3)cc(C(=O)Nc3ccc(S(=O)(=O)Nc4onc(C)c4C)cc3)c2c1	0%	-1%	26	8%	-6%	5%	-0.3%	1%	-3%	-1%	-22%
32	Cc1ccc(C)c(NC(=O)CN(C)C(=O)C2CCN(S(=O)(=O)c3ccc4c(c3)OCCO4)CC2)c1	6%	2%	0	5%	0%	6%	0.0%	-11%	-4%	-1%	-14%
9	COC(=O)CCN(C(=O)c1ccc2c(c1)OCO2)c1ccccn1	10%	0%	0	-10%	-4%	2%	-0.1%	16%	9%	0%	-3%
25	COc1ccc(CNC(=O)CSc2n[nH]c(N)n2)cc1	-1%	5%	-4	7%	-2%	4%	-0.1%	?	-5%	8%	-21%
4	COC(CNC(=O)C1CCN(C(=O)c2cc3oc(C)cc3n2Cc2c(F)cccc2Cl)CC1)OC	0%	-11%	2	2%	-11%	2%	-0.3%	-1%	-1%	-7%	-26%
